Mm-Cpn inhibitor = Inhibitors of TCP-1 ring complex (TRiC) of Methanococcus maripaludis (MmCpn): qHTS; Chaperonin Mm-Cpn (Methanococcus maripaludis); purified Mm-Cpn ATPase, ADP Transcreener TR-FRET; Potency, µM (titrated, usually from 76.9 µM), inactives show top-dose activity, negative = inhibition, hits mostly inhibitors; 330,000 compounds, 0.031% hits; further: potency means the concentration at half of the fitted maximal effect; on the % scale 0 is the no-effect control and ±100 the full control effect; nearly all actives have a fitted effect of over 80% in size
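ATPase read-out: TR-FRET ADP immunoassay (anti-ADP Eu cryptate vs ADP-d2), ex 320 nm, em 590/665 nm; signal drops as ADP forms. Enzyme 25 nM, ATP 10 uM, 30 min at 37°C after 10 min compound preincubation.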
pAkt inh = HTS Assay for Inhibitors of Akt Phophorylation: Primary Screen | AID 651550, 2012 | activity change, % for hits at 50 µM | Neuro2A IGF-stimulated pAkt S473 HTRF, 20 min; stronger effect = lower value | 360,000 compounds, 0.32% hits; in the data active means activity change below about -80%; inconclusive means mostly about -51% to -80%; further: on the % scale 0 is the no-effect control and ±100 the full control effect
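Neuro2A cells in DMEM with 0.5% FBS, overnight at 37 deg C, given compound at single 50 µM final, then IGF (6 nM final) for 20 min at 37 deg C. Lysed; phospho-Akt Ser473 by HTRF after 24 h, 665/615 ratio.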
HepG2 tox = qHTS for Inhibitors of TGF-b: Cytotox Counterscreen; HepG2 CAGA-GFP viability, ATP luminescence, 18 h; Potency, µM (top dose mostly 46.1 µM), for the others: at the highest dose activity change, negative = cytotoxicity, actives largely listed as cytotoxic; 410,000 compounds, 0.76% hits; AID 588856, 2011; further: potency means the concentration at half of the fitted maximal effect; some results filed as inactive show a strong effect at the top dose
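HepG2 CAGA-GFP cells (1000/well, DMEM with 1% FBS) received compound, then TGF-beta at 500 pg/mL final, and were incubated 18 hours at 37 degrees C. Viability was read by CellTiter-Glo luminescence. Media-only wells were set as complete cell-killing and DMSO as no toxicity.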
Nrf2 block = Nrf2 qHTS screen for inhibitors | 360,000 compounds, 2.1% hits | Potency, µM (doses to about 46 µM), without a hit: at the top dose activity change, negative = inhibition, most hits filed as inhibitors | A549 ARE-Fluc reporter, luciferase luminescence, 18-24 h; further: potency means the concentration at half of the fitted maximal effect; on the % scale 0 is the no-effect control and ±100 the full control effect; nearly all actives have a fitted effect of over 60% in size
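Concentration-response testing used A549 ARE_Fluc cells at 5000 cells/well. Following an 18-24 h compound incubation, viability was read by fluorescence (Ex 405/Em 525) and luciferase output by luminescence.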
CCT chaperon mod = High-Throughput Screening for Modulators of Cytosolic Chaperonin Activity | purified chaperonin ATPase assay, HTRF ADP detection, 30 min | activity change, % (no concentration beside the values), hits read low | 360,000 compounds, 0.3% hits | AID 651819, 2012; in the data active means activity change below about -30%; further: on the % scale 0 is the no-effect control and ±100 the full control effect
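Enzyme 40 or 20 nM (batch-dependent) in Tris pH 7.4/KCl/MgCl2/DTT; cpd 76 uM single point; ATP 10 uM; 30 min 37 °C; Transcreener ADP HTRF detection, 30 min RT; ratio 665/615.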
ATXN viability = Viability Counterscreen for Primary qHTS for Inhibitors of ATXN expression. S2 cells (HEK-293 line with an ATXN2-luciferase reporter) viability, CellTiter-Fluor protease fluorescence, 24 h. 400,000 compounds, 0.49% hits. Potency, µM (doses to about 56.7 µM), usual class: cytotoxic; further: potency means the concentration at half of the fitted maximal effect; nearly all actives have a fitted effect of over 40% in size
Nrf2 ARE act = qHTS of Nrf2 Activators; AREc32 ARE-luciferase reporter (MCF7-derived line), luminescence, 24 h; Potency, µM (top dose mostly 46.1 µM), without a hit: at the highest dose activation, usual class: activators; 410,000 compounds, 0.31% hits; AID 624171, 2012; further: potency means the concentration at half of the fitted maximal effect; % of control where 0% means no effect; nearly all actives have a fitted effect of over 65% in size
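Nrf2 activation is followed as ARE-luciferase induction in the AREc32 line after one day of compound treatment; luminescence is read with Steady-Glo.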
A549 viability = Nrf2 qHTS screen for inhibitors: counterscreen for cytotoxicity | A549 ARE-Fluc cells, CellTiter-Fluor viability, 18-24 h | Potency, µM (titrated, usually from 46 µM), without a hit: at the top dose activity change, negative = cytotoxicity, actives largely listed as inhibitors | 390,000 compounds, 0.16% hits | AID 504648, 2011; further: potency means the concentration at half of the fitted maximal effect; on the % scale 0 is the no-effect control and ±100 the full control effect
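A549 ARE-Fluc cells in 5% FBS OPTI-MEM, 5000 cells/well, rested 2 h then exposed to compounds in concentration-response for 18-24 h at 37 °C. Viability by CellTiter-Fluor fluorescence (Ex 405/Em 525) after 30 min; luciferase luminescence (BugLite, 15 min, RT) read afterwards.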
TGFb SMAD3 inh = qHTS for Inhibitors of TGF-b | Potency, µM (highest dose often 46.1 µM), for the others: at the top dose activity, negative = inhibition, most hits filed as inhibitors | HepG2 CAGA-GFP TGF-b/SMAD3 reporter, GFP fluorescence, 18 h; TGF-beta stimulated, 500 pg/mL final | 410,000 compounds, 1.2% hits; further: potency means the concentration at half of the fitted maximal effect; on the % scale 0 is the no-effect control and ±100 the full control effect; nearly all actives have a fitted effect of over 65% in size
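Smad-responsive CAGA-GFP expression was quantified in HEPG2 cells exposed to compounds and 500 pg/mL final TGF-beta for 18 h at 37 degrees C; unstimulated wells defined full inhibition.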
Starred values were filed as active, the others as inactive; i = inactive; ? = inconclusive; / = not tested or not shown; & = joins results of further samples. Unless noted, the call rests on the fitted dose curve; in most records, active means well fitted curve in the direction sought with a large enough effect; inconclusive means small, poorly fitted or top-dose-only effect, or another doubt; inactive means no such curve, though single readings can be large; an effect the other way counts as inactive or inconclusive. Hits appear at their usual frequency; any-hit rate near 4.4%.

SMILES | Mm-Cpn inhibitor | pAkt inh | HepG2 tox | Nrf2 block | CCT chaperon mod | ATXN viability | Nrf2 ARE act | A549 viability | TGFb SMAD3 inh
COc1cc(OC)cc(C(=O)Nc2nnc(SCC(=O)NCC3CCCO3)s2)c1 (centres undefined) | -1% | i | -6% | -1% | -0.9 | i | 0.4% | -1% | -3%
CN(NC1CC(=O)N(c2ccccc2)C1=O)c1ccccc1 (centres undefined) | 1% | i | 5% | ? | 2.7 | i | 4.4% | 6% | ?
COc1ccc(/C=C(\NC(=O)c2ccc(OC)cc2)C(=O)Nc2ccc(C(=O)O)cc2)cc1 | 0% | i | 8% | 0% | -1.8 | ? | 0.2% | 0% | 0%
CCN1CCN(c2ncnc3c2cnn3-c2ccc(C)cc2)CC1 | / | / | -19% | / | / | i | 0.3% | -4% | 5%
C/C=C/c1ccc(OCCCCOc2ccccc2C(C)=O)c(OC)c1 | -1% | i | 5% | 3% | -2.6 | i | 0.0% | -2% | 5%
CN1CCN(C(=O)C2=C[C@@H](c3coc4ccccc4c3=O)C[C@@H](OCc3ccc(CO)cc3)O2)CC1 | / | i | 1% | 3% | -0.5 | i | 0.1% | 0% | -24%
CCOCCn1ccc2c(OCC(=O)NCc3ccc(C)cc3)cccc2c1=O | / | / | -4% | / | / | i | 0.3% | -1% | 0%
CCn1c(/C=C/Nc2ccccc2)[n+](CC)c2cc(Cl)c(Cl)cc21 | 2% | i | -93% | 17% | 3.4 | 32µM* | 4.0% | ? | ?
COc1ccc(S(=O)(=O)N/N=c2\oc3c(OC)cccc3cc2S(=O)(=O)c2ccc(C)cc2)cc1OC | 0% | i | -6% | -10% | 0.3 | i | ? | 1% | -2%
Oc1ccc(Br)cc1C1C=C(c2ccc3c(c2)OCO3)NC(c2ccc(Cl)cc2)N1 (centres undefined) | / | / | -72% | 7% | / | / | / | -2% | ?
COC(=O)/C=C1\SC(=NC(=O)c2ccc(OC)cc2)NC1=O | -2% | i | -30% | -9% | -2.9 | ? | 0.8% | -10% | ?
O=C(Cc1ccc(Br)cc1)N1CCN(c2ccccc2)CC1 | 0% | i | -15% | -1% | 0.2 | i | 0.1% | -13% | -9%
CC(CC(=O)N1CCc2ccccc21)c1ccccc1 (centres undefined) | -2% | i | 8% | / | -0.6 | i | 0.1% | 3% | 8%
O=C(c1cccs1)N(Cc1cc2ccccc2[nH]c1=O)CC1CCCO1 (centres undefined) | 0% | i | -10% | -6% | -1.2 | i | 0.2% | -7% | 3%
O=C1S/C(=C/c2ccc(N3CCOCC3)o2)C(=O)N1Cc1c(F)cccc1Cl | -3% | i | -5% | ? | 0.6 | i | 3.2% | / | 11%
O=C(Nc1cc(S(=O)(=O)Nc2ccccc2Cl)ccc1O)c1sc2cc(Cl)ccc2c1Cl | 0% | i | 1% | 5% | -3.4 | ? | -0.1% | -3% | 3%
CCOc1ccccc1C1C2CCCCC2(O)CCN1C(=O)c1cccs1 (centres undefined) | 1% | i | -4% | 7% | 1.4 | i | -0.1% | -1% | -14%
CCC(=O)Nc1cccc2cccnc12 | 1% | i | -29% | 7% | 0.5 | i | 2.3% | -3% | 17%
COc1ccc(CCNC(=O)c2ccc(CSc3ccccc3)o2)cc1 | -7% | i | -38% | 0% | -0.3 | / | -0.3% | 8% | -3%
COc1ccc(C(=O)c2cn(-c3cccc(Br)c3)nc2C(C)=O)cc1 | / | i | -153% | -22% | -0.5 | i | -0.9% | 3% | 0%
CCC(C)(C)C1CCc2nc3ccccc3c(C(=O)OC(C)C(=O)Nc3c(C)n(C)n(-c4ccccc4)c3=O)c2C1 (centres undefined) | 0% | i | -9% | ? | -1.2 | i | -0.1% | -20% | -23%
COc1ccc(N2CCN(CC(O)COc3ccc(C)cc3C)CC2)cc1 (centres undefined) | 0% | i | -116%&-35% | 1%&-10% | 0.5 | i | 0.2%&4.8% | -1%&-1% | ?
CC(=O)N1C(Nc2ccc(Cl)cc2)CCN1c1ccccc1 (centres undefined) | -2% | i | -16% | -4% | -1.9 | i | -0.7% | -19% | -4%
CCc1ccc(N2CC(C(=O)Nc3cccnc3)CC2=O)cc1 (centres undefined) | 2% | i | -20% | / | 0.4 | i | 0.2% | 0% | ?
CNC(=O)c1ccc(NC(=O)CCc2c(C)noc2C)cc1 | -1% | i | -2% | -4% | -0.2 | i | -0.5% | -1% | 11%
COc1ccc(NC(=O)CSc2ncnc3c2cnn3CCc2ccccc2)cc1 | -1% | -132%* | 4% | 7% | -3.8 | i | 3.3% | -5% | 0%
O=S(=O)(NCCc1cn2ccccc2n1)c1ccc2c(c1)OCCO2 | 1% | i | -8% | 13% | -0.5 | i | 1.6% | 4% | -5%
Cc1ccc(/C=C2\SC(=S)N(c3cccnc3)C2=O)o1 | 0% | i | 7% | 1% | 0.1 | i | 7.8% | -6% | 12%
O=C(O)c1ccc(NC(=O)c2ccc(Br)c(S(=O)(=O)N3CCCC3)c2)cc1 | / | / | -2% | 2% | / | i | -0.9% | -3% | 0%
Cc1sc(NC(=O)c2ccccc2)c(C(=O)NC(C)C)c1C | -4% | i | -1% | -11% | 3.0 | i | 0.3% | -2% | 0%
C[C@@H](NC(=O)[C@@H]1CCCN1C(=O)[C@@H]1CCCN1C(=O)OC(C)(C)C)c1ccccc1 | / | i | / | / | 0.3 | i | -0.8% | / | /
O=C(Nc1cccc(C(F)(F)F)c1)N1CCC(c2nc(-c3ccc(F)cc3)no2)CC1 | 1% | i | -29% | ? | -3.0 | i | 5.8% | ? | ?
COc1ccc(OC(=O)c2ccc3nsnc3c2)cc1 | 1% | i | 7% | / | -48* | i | -0.5% | 21% | 9%
Cc1nc2sc3c(=O)[nH]nnc3c2c(C)c1Br | 1% | i | 17% | -13% | -1.9 | i | -0.8% | 0% | -10%
CCOc1ccc(C2C(C(=O)c3ccco3)=C(O)C(=O)N2CCCn2ccnc2)cc1OCC (centres undefined) | 0% | i | 6% | 2% | 3.0 | i | 0.2% | -10% | -4%
CC(C)C12CN3CC(C(C)C)(CN(C1)C3c1ccc([N+](=O)[O-])o1)C2=O (centres undefined) | 1% | i | 0% | -9% | -1.3 | i | 0.4% | -1% | -3%
CC(=O)NCCn1c(SCC(=O)NCCC2=CCCCC2)nc2ccccc2c1=O | 1% | / | -11% | -10% | -0.4 | / | 0.1% | -3% | 0%
COCCn1c(C(=O)N2CCCC2)cc2c1C[C@H]1CN(C(=O)c3ccccc3)[C@@](Cc3ccc(F)cc3)(C(=O)OC)[C@@H]21 | -2% | i | -43% | -11% | 2.6 | i | 3.4% | -2% | ?
CCCc1cc(C(=O)Nc2ccc(C(C)=O)cc2)no1 | -1% | i | 3% | ? | -0.7 | i | 1.3% | 9% | 9%
O=S(=O)(c1ccccc1)c1nc(-c2ccco2)oc1NCCCn1ccnc1 | 0% | i | 19% | / | 1.2 | i | -0.3% | 11% | 19%
COc1ccccc1C1CCN(C(=O)c2cnn(-c3ccccc3)c2C)CC1 | -1% | i | -13% | -11% | -3.7 | i | 0.3% | 17% | -24%
CSc1ncccc1C(=O)NC1CCCc2c1cnn2-c1ccc(C)c(C)c1 (centres undefined) | 1% | i | 22% | ? | 1.4 | i | 2.0% | 4% | 4%
CSc1oc(-c2ccccc2)nc1C(N)=O | -15% | i | 1% | -3% | 1.5 | i | ? | -2% | 0%
COc1ccc(S(=O)(=O)Nc2ccc3c(c2)C(=O)N([C@H](C)CO)C[C@H](C)[C@@H](CN(C)C(=O)NC2CCCCC2)O3)cc1 | -2% | i | 6% | -3% | -2.5 | i | -0.8% | -7% | ?
Cc1ccc(C(=O)Nc2cccc(C(=O)N3CCOCC3)c2)cc1 | 1% | / | -16% | ? | -1.9 | / | -0.5% | -5% | -26%
O=C(NC1CC1)c1cccc(NC(=O)c2cc(S(=O)(=O)N3CCOCC3)ccc2Cl)c1 | -1% | i | -2% | -2% | -32* | i | 2.1% | 2% | 0%
O=C(Nc1ccc2nc(-c3cccs3)c(-c3cccs3)nc2c1)N1CCCC1 | / | / | -2% | 34% | / | / | / | ? | -2%

5 structures out of the list, arranged by length of the SMILES, highest first.
SMILES | Mm-Cpn inhibitor | pAkt inh | HepG2 tox | Nrf2 block | CCT chaperon mod | ATXN viability | Nrf2 ARE act | A549 viability | TGFb SMAD3 inh
COCCn1c(C(=O)N2CCCC2)cc2c1C[C@H]1CN(C(=O)c3ccccc3)[C@@](Cc3ccc(F)cc3)(C(=O)OC)[C@@H]21 | -2% | i | -43% | -11% | 2.6 | i | 3.4% | -2% | ?
C[C@@H](NC(=O)[C@@H]1CCCN1C(=O)[C@@H]1CCCN1C(=O)OC(C)(C)C)c1ccccc1 | / | i | / | / | 0.3 | i | -0.8% | / | /
COc1cc(OC)cc(C(=O)Nc2nnc(SCC(=O)NCC3CCCO3)s2)c1 (centres undefined) | -1% | i | -6% | -1% | -0.9 | i | 0.4% | -1% | -3%
CCOCCn1ccc2c(OCC(=O)NCc3ccc(C)cc3)cccc2c1=O | / | / | -4% | / | / | i | 0.3% | -1% | 0%
Cc1sc(NC(=O)c2ccccc2)c(C(=O)NC(C)C)c1C | -4% | i | -1% | -11% | 3.0 | i | 0.3% | -2% | 0%
